NSD2 HMT inh: NSD2 histone methyltransferase inhibitors, primary screen, biochemical, AlphaScreen, single concentration, set 2; NSD2 peptide methylation, 120 min; inhibition, % at 12.5 µM; 0.54% of 310,000 active; in the data active = inhibition above about 50%
Target sequence (O96028 whole entry, looked up): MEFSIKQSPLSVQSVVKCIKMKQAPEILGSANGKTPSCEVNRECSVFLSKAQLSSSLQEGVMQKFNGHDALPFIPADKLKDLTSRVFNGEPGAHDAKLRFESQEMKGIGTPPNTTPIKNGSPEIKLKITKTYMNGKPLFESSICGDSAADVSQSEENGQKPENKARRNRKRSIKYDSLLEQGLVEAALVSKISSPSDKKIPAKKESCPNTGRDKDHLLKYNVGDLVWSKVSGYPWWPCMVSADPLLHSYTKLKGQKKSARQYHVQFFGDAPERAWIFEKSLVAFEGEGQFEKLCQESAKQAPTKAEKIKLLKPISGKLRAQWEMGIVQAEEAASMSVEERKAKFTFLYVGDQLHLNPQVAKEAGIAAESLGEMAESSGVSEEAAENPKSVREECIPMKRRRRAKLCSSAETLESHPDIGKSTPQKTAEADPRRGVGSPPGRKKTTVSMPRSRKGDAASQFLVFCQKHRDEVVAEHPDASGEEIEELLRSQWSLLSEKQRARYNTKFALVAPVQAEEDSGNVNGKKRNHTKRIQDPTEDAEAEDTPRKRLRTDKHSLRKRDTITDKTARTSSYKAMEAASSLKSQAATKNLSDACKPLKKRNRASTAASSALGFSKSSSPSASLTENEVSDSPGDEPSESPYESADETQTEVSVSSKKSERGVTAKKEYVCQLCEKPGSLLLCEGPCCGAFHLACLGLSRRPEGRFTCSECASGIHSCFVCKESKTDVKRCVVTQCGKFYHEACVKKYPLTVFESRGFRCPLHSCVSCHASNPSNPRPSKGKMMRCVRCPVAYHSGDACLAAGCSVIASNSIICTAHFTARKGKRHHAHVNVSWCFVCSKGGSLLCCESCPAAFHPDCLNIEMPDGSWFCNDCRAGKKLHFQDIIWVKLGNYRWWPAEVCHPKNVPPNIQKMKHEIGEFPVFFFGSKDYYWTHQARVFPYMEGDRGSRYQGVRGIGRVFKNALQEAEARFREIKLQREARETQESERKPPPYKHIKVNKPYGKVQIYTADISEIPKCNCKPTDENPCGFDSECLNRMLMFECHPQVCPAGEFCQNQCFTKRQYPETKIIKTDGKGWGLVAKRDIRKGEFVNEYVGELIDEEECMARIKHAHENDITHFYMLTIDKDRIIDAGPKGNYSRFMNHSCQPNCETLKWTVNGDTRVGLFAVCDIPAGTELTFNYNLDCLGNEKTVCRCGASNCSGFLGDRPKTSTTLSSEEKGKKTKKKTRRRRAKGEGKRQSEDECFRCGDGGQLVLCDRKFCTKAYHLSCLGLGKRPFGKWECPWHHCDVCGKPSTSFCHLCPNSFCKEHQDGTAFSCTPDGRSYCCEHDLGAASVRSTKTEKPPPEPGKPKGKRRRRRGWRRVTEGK
PvdQ acylase: P. aeruginosa PvdQ acylase inhibitors, primary screen, biochemical, fluorescence, plate reader and imaging, single point; purified PvdQ acylase; 0.063% of 340,000 active; inhibition, % at 10 µM; PvdQ acylase [Pseudomonas aeruginosa LESB58]; AID 488965, 2010; in the data active = inhibition above about 30%, passing the limit was not always enough;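 also: 0% = vehicle neutral wells and 100% = reference inhibitor wells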
SUMO Mot1 rescue: yeast Mot1-301 growth rescue at high temperature, primary screen, SUMOylation pathway inhibitor project, S. cerevisiae, ATP luminescence, 38.5C; S. cerevisiae Mot1-301 growth rescue; percent above DMSO median, 100 means doubled; growth rescue, % at 18.8 µM; 1% of 320,000 active; AID 2716, 2010;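 active = every valid replicate shows activation above 250% relative to neutral control wells; inactive = the rest, any valid replicate at or below 250%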;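 also: OY570 slx delta 5 strain wells were the positive control but not used for scaling; some compounds called inactive have numbers as strong as hits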
PfHsp90 yeast 2: growth inhibition of PfHsp90-expressing yeast, primary screen, antimalarial PfHsp90 inhibitor project, S. cerevisiae, BacTiter-Glo luminescence, single point, set 2; BacTiter-Glo ATP, 48 h; yeast lacking PDR1 and PDR3 efflux regulators; 0.32% of 310,000 active; inhibition, % at 9.4 µM; AID 504621, 2011;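 active = every replicate shows inhibition above about 80%, whatever the replicate mean, limit read from the data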;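 also: 0% = DMSO neutral controls and 100% = 20 µM radicicol positive controls; yeast relying on Plasmodium falciparum Hsp90 in place of its own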
RTF Ca sens inh: cardiac RTF calcium sensitivity inhibitors, primary screen, biochemical, IANBD-TnC fluorescence, EC70 calcium | Troponin I, cardiac muscle (Homo sapiens) + Troponin T, cardiac muscle (Homo sapiens) + … | IANBD-labeled cardiac RTF, Ca2+ fluorescence | inhibition, % at 7.15 µM | 0.12% of 340,000 active | AID 493244, 2011;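 active = inhibition above the mean inhibition of all tested compounds plus 3 SD, cut at about 17% in these data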;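 also: assay run at fixed EC70 calcium of 1.6 mM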
CDK5 p35 inh: inhibitors of human CDK5/p35 kinase, primary screen, biochemical, single concentration | Cyclin-dependent kinase 5 (Homo sapiens) + Cyclin-dependent kinase 5 activator 1 (Homo … | 0.01% of 330,000 active | inhibition, % at 10 µM | Recombinant CDK5/p35, ADP-Glo luminescence, 60 min;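 active = highest replicate inhibition of at least 50% and at least 75% of replicates reaching 50%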;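 also: plate controls were DMSO neutral control for no effect and GW8510 at 10 µM for full effect; many of its hits are not listed in these tables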
dFosB act: activators of delta FosB homodimer, primary screen, biochemical, fluorescence polarization, TAMRA-CDK5 oligo, single point; purified delta FosB; percent of positive-control signal above neutral wells; Protein FosB (Mus musculus), P13346; activation, % at 25 µM; 0.99% of 340,000 active;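 active = mean activation above about 17%, with every replicate also reaching it, limit read from the data, passing the limit was not always enough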;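 also: fluorescence polarization rise as delta FosB binds a TAMRA Cdk5 AP-1 oligo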
Rtt109 HAT inh: inhibitors of C. albicans Rtt109/Vps75 HAT, primary screen, biochemical, ThioGlo CoA-SH fluorescence, plate reader. purified Rtt109/Vps75, 4 h. AID 540336, 2011. inhibition, % at 34.9 µM. 0.16% of 330,000 active. Histone acetyltransferase RTT109 (Candida albicans (strain SC5314 / ATCC MYA-2876)), …;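 active = inhibition of at least 50% in every replicate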
Keap1 Nrf2 FP: Keap1-Nrf2 protein-protein interaction inhibitors, primary screen, biochemical, fluorescence polarization, single point | Kelch-like ECH-associated protein 1 (Homo sapiens), Q14145 | Keap1 Kelch-Nrf2 peptide fluorescence polarization, 1536-well | inhibition, % at 9.4 µM | 0.15% of 340,000 active | AID 504523, 2011; in the data active = inhibition above about 12%;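 also: human Keap1 Kelch domain with fluorescein labeled Nrf2 9mer peptide probe; 0% = neutral control wells and 100% = peptide positive control; higher means more block of Keap1 binding to Nrf2 peptide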
cardiac RTF act: cardiac RTF calcium sensitivity activators, primary screen, biochemical, IANBD-TnC fluorescence, EC20 calcium | AID 493008, 2010 | Troponin I, cardiac muscle (Homo sapiens) + Troponin T, cardiac muscle (Homo sapiens) + … | activation, % at 7.2 µM | IANBD-labeled TnC RTF fluorescence at EC20 calcium; 0% EC20 calcium, 100% full calcium | 0.24% of 340,000 active;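 active = activation above the mean over all tested compounds plus 3 SD, cut at about 30% in these data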;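 also: rise in fluorescence read as greater calcium sensitivity of cardiac thin filaments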
LANA DNA inh: inhibitors of KSHV C-LANA binding to DNA, primary screen, biochemical, fluorescence polarization, FAM-LBS DNA, MBP-C-LANA, single point; 0.078% of 340,000 active; AID 504423, 2011; inhibition, % at 9 µM; Kaposi's sarcoma herpesvirus LANA C-terminal domain (residues 932-1162) DNA binding;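 active = highest replicate inhibition at or above 60% at 9 µM, even if other replicates fall short; inactive = all replicates below 60% inhibition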;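 also: 0% = neutral control wells and 100% = 4 µM acridine orange control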
Starred values were filed as active, the others as inactive; / = no result given.

SMILES	NSD2 HMT inh	PvdQ acylase	SUMO Mot1 rescue	PfHsp90 yeast 2	RTF Ca sens inh	CDK5 p35 inh	dFosB act	Rtt109 HAT inh	Keap1 Nrf2 FP	cardiac RTF act	LANA DNA inh
O=C(Cc1sc(Nc2ccccc2)nc1-c1ccccc1)NCc1ccccn1	1	-6	/	10	-10	-0.8	-5	-2	1	5	1.6
COc1cc([N+](=O)[O-])ccc1NC(=S)NC(=O)CC(C)(C)C	-3	-12	-13	6	1	-0.4	-1	-1	-5	-2	2.3
CN(C)S(=O)(=O)c1cccc(NC(=O)COC(=O)c2cc(=O)[nH]c(=O)[nH]2)c1	1	-16	-10	10	-6	0.1	1	-14	-7	1	-1.2
O=C(CSc1nc2ccccc2s1)N/N=C/c1cc([N+](=O)[O-])ccc1O	12	-18	-1	-32	-7	0.9	-3	0	-2	1	0.2
CCOc1ccc(C(=O)CCC(=O)NCC(=O)OCc2ccccc2)cc1OCC	/	1	-11	5	4	-0.7	-15	-2	-7	-3	-4.0
O=C1c2ccccc2C(=O)N1CCCCCCc1ccccc1	/	-15	7	-15	-6	-0.1	-2	-1	-6	11	-0.9
Cc1cccc(-c2nsc(SCC(=O)NCc3ccc4c(c3)OCO4)n2)c1	-3	3	9	5	-15	-6.1	9	-3	-2	3	-0.9
N#CCCN1CCN(S(=O)(=O)c2cc(Cl)ccc2Cl)CC1	-3	-7	9	-3	-2	-1.3	3	1	-7	3	0.8
CCCC(=O)Nc1nc2n(n1)C(c1ccccc1)CC(=O)N2 (configuration not stated)	3	6	213	/	-2	2.3	0	-5	3	-3	1.3
COC(=O)c1ccc(CN2CCN(Cc3ccc(C(=O)OC)o3)CC2)o1	/	4	-5	2	3	-1.2	4	12	-5	-3	-0.4
CC1c2ccccc2SC(CCCN(C)C)c2ccccc21 (configuration not stated)	30	-13	0	20	-13	-2.6	-9	0	-2	5	1.4
Cc1ccc(SCC(=O)OCC(=O)NC2(C#N)CCCCC2)cc1	0	0	-6	3	0	2.4	-1	0	5	3	4.5
CCC1(CC)NC(=O)N(CC(=O)OCC(=O)Nc2ccccc2OC(F)F)C1=O	-1	-5	-8	4	-1	-0.4	5	-6	0	-4	-1.9
Cc1ccc(C(C)C)c(OCCNCCc2ccccc2)c1	-2	-31	-28	7	1	-3.4	-8	-2	-2	-1	-2.8
CCOC(=O)CSc1nc(-c2ccccc2)cc(C(F)(F)F)n1	-3	-8	1	-36	-4	0.5	-8	9	4	-1	0.5
CC(c1ccon1)N(C)C(=O)CCc1nnc(CCCCc2ccccc2)o1 (configuration not stated)	-6	-13	0	11	3	-0.3	-5	-14	-5	2	-1.7
COc1cc2c(cc1NC(=O)Nc1ccc(F)cc1)oc1ccccc12	-2	-4	-20	-76	8	-3.3	-2	-5	-7	5	-0.8
COc1ccc(-c2csc(NC(=O)c3ccccc3OC)c2C(=O)O)cc1OC	5	-12	-20	9	-6	-0.4	3	0	-4	-4	-0.6
O=c1[nH]c(C2CCCN(S(=O)(=O)c3ccccc3)C2)nc2c1nnn2Cc1ccc2c(c1)OCCO2 (configuration not stated)	4	-11	-12	-23	-4	-0.9	-15	0	1	-8	-1.5
CCOC(=O)c1c(/N=C/N(C)C)sc(/C=N/Nc2ccccc2)c1-c1ccc(Cl)cc1	/	-3	25	4	-3	-0.4	-11	/	-2	1	-0.1
C=CCN(Cc1ccc(Cl)s1)C(=O)c1ccc(F)c(S(=O)(=O)N2CCOCC2)c1	-3	-8	-9	-6	-1	-0.8	-10	-1	-4	0	0.6
CCOC(=O)N1CCN(S(=O)(=O)N2CCCC(C(=O)NCCc3ccc(C)cc3)C2)CC1 (configuration not stated)	-5	-3	1	-7	1	/	-2	4	2	3	-0.3
CCn1c(C)[n+](CC)c2ccc(S(=O)(=O)N(C)C)cc21	-2	11	0	-15	-7	1.6	-6	-11	-4	-2	-0.7
NCCCCCC(=O)N/N=C/c1coc2ccccc2c1=O	3	-4	4	-4	5	0.1	-5	-1	-3	-3	-1.0
CCN(C(=O)COC(=O)/C=C/c1ccc(Cl)c(Cl)c1)c1c(N)n(Cc2ccccc2)c(=O)[nH]c1=O	-1	-7	/	4	-11	-0.1	2	3	-4	-1	1.3
New compounds follow:
SMILES	NSD2 HMT inh	PvdQ acylase	SUMO Mot1 rescue	PfHsp90 yeast 2	RTF Ca sens inh	CDK5 p35 inh	dFosB act	Rtt109 HAT inh	Keap1 Nrf2 FP	cardiac RTF act	LANA DNA inh
O=C(CCc1ccccc1)NNC(=S)NC(=O)c1ccccc1	0	6	-10	-22	1	1.9	2	-3	2	6	-0.1
O=C(COC(=O)Cc1cccc(F)c1)NC(=O)NC1CCCCC1	-2	-7	/	-5	8	0.8	-3	-7	0	-6	-0.1
CCN(CC)CCN(C(=O)c1ccccc1OC)c1nc2ccc(F)cc2s1	7	-18	3	-14	-1	1.3	-13	5	-1	1	4.5
COc1ccc(/C=N/NC(N)=S)cc1	-3	4	-6	4	-6	0.5	8	32	-4	1	0.8
O=C(c1ccc(Cl)c(S(=O)(=O)N2CCOCC2)c1)N1CCc2ccccc2C1	0	7	-3	10	5	1.0	-2	29	-3	-3	0.6
Cc1cc(C)c(NC(=O)COc2nncc3ccccc23)c(C)c1	-2	9	-13	4	2	0.7	2	18	6	6	0.5
COc1c(C)cc(Br)cc1C(=O)O	4	-25	6	-19	-7	-5.3	3	-7	-8	6	-0.1
Cc1c(C#N)c(O)n(C)c(=O)c1N=Nc1ccc(S(N)(=O)=O)cc1	6	11	/	18	-7	-0.6	-1	9	2	1	1.6
CCOC(=O)Cn1cnc2c(C#N)c3n(c2c1=O)CCCCC3	0	-7	2	13	-3	-0.4	-2	-6	-2	-5	-0.2
O=C(CCSCCc1ccccn1)Nc1c(F)c(F)c(F)c(F)c1F	-2	-5	19	-8	-2	-2.1	7	4	1	2	-1.0
CCOC(=O)C1CCN(C(=O)CN(Cc2ccccc2)S(C)(=O)=O)CC1	-5	-1	-17	-21	-2	-1.3	2	3	0	3	-1.7
COc1ccc(CCNC(=O)CCCc2nnc3n(C)c(=O)c4sccc4n23)cc1OC	-4	-13	11	-18	-16	2.3	2	4	-8	-3	1.3
O=C(NCCC1=CCCCC1)c1ccc(Cl)c(S(=O)(=O)N2CCCCC2)c1	-4	11	2	-14	-1	-0.3	-12	5	1	-2	0.7
O=C1[C@H](Cc2ccccc2)NCC=CC[C@H](c2ccc(Cl)cc2)N1Cc1ccc(Cl)cc1	/	5	/	2	-14	-0.5	5	4	-3	-3	1.2
CCOC(=O)C1Nc2ccc(C(F)(F)F)cc2C2c3ccccc3CC12 (configuration not stated)	/	-7	21	-4	-7	-2.1	-3	-2	-7	9	1.2
c1ccc(Cn2c(SCc3cn4cccnc4n3)nnc2-c2ccco2)cc1	-4	-10	-8	-10	-23	0.7	-3	4	-1	4	0.9
O=C(NCc1ccccc1)c1cccc(NC(=O)C2CCCC2)c1	/	-14	/	26	-9	0.8	-1	-15	-7	-7	0.7
NC(=O)N/N=C/c1c(O)ccc2oc3c(c12)CCCC3	6	-13	51	-23	-4	90*	-3	8	3	0	-8.7
COc1ccccc1/C=N/Nc1nncc2ccccc12	0	8	-17	23	11	-1.3	-7	16	-4	-10	0.4
Cc1ccc(S(=O)(=O)Oc2ccc(/C=N/NC(=O)c3nn(C)cc3Cl)cc2)cc1	2	4	-11	/	0	-1.0	-2	-11	3	-5	-1.1
Cc1ccc(S(C)(=O)=NC(=O)NC(=O)c2c(F)cccc2Cl)cc1 (configuration not stated)	-1	-14	-8	7	-14	0.6	-1	4	-2	-4	-1.3
CCOC(=O)C1CCN(S(=O)(=O)C(F)(F)c2nc3ccccc3s2)CC1	-4	-7	36	-30	3	1.3	-7	2	0	2	-0.6
Cc1ccc(Nc2nc(/N=C/NO)n[nH]2)cc1C	-2	-22	-1	-5	-7	-1.1	-3	-2	-8	-3	-0.5

Retrieved one by one from the entries so far:
SMILES	NSD2 HMT inh	PvdQ acylase	SUMO Mot1 rescue	PfHsp90 yeast 2	RTF Ca sens inh	CDK5 p35 inh	dFosB act	Rtt109 HAT inh	Keap1 Nrf2 FP	cardiac RTF act	LANA DNA inh
CCOC(=O)C1CCN(C(=O)CN(Cc2ccccc2)S(C)(=O)=O)CC1	-5	-1	-17	-21	-2	-1.3	2	3	0	3	-1.7
CCN(CC)CCN(C(=O)c1ccccc1OC)c1nc2ccc(F)cc2s1	7	-18	3	-14	-1	1.3	-13	5	-1	1	4.5

Some values from the entries so far:
Reading for CCOC(=O)CSc1nc(-c2ccccc2)cc(C(F)(F)F)n1 in Rtt109 HAT inh: 9
Reading for CN(C)S(=O)(=O)c1cccc(NC(=O)COC(=O)c2cc(=O)[nH]c(=O)[nH]2)c1 in PvdQ acylase: -16
Reading for COc1ccc(/C=N/NC(N)=S)cc1 in PvdQ acylase: 4
Reading for NC(=O)N/N=C/c1c(O)ccc2oc3c(c12)CCCC3 in LANA DNA inh: -8.7
Reading for COc1cc([N+](=O)[O-])ccc1NC(=S)NC(=O)CC(C)(C)C in CDK5 p35 inh: -0.4
Reading for CCOC(=O)C1CCN(C(=O)CN(Cc2ccccc2)S(C)(=O)=O)CC1 in NSD2 HMT inh: -5
